CCR6 antag – blocks CCL20-driven beta-arrestin recruitment at human CCR6; CHO-K1 CCR6 PathHunter beta-arrestin, luminescence, CCL20-stimulated; inhibition, % at 20 µM; 340,000 compounds, 0.49% hits;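 active = compounds whose inhibition of the agonist-driven luminescence signal at 20 µM reaches about 50%, limit read from the data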;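 also: cells stimulated with CCL20 at 14 nM final; plate controls were DMSO with CCL20 for no effect and DMSO without agonist for full effect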
Target sequence (P51684 whole entry, looked up): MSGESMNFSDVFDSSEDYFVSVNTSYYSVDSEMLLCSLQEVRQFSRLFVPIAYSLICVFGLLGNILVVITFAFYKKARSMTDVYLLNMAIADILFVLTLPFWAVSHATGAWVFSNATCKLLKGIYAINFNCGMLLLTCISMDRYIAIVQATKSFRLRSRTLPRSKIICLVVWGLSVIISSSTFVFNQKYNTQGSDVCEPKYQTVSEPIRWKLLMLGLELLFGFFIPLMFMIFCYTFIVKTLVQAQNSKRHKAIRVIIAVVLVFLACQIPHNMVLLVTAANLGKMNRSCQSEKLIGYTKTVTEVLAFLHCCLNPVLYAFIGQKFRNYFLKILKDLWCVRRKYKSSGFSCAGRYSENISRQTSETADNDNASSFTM
Jurkat NFkB inh – lowers PMA/ionomycin-induced NF-kB signal in Jurkat cells; 330,000 compounds, 0.53% hits; AID 435003; PMA/ionomycin-induced NF-kB luciferase reporter, luminescence; inhibition, % at 4 µM; in the data active = inhibition above about 50%
UPR CHOP act – activators of apoptotic arm of unfolded protein response (CHOP); activation, % at 10 µM; AID 449763; CHO-CHOP luciferase reporter, UPR activation, luminescence; percent of tunicamycin response over DMSO baseline; 330,000 compounds, 0.34% hits;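 active = at 10 µM dose, activation of 40% or more, normalized to positive control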;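 also: 100% = tunicamycin at 10 µg/mL and 0% = DMSO alone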
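Assay system: CHO-CHOP cells, stable luciferase reporter of PERK-eIF2a-CHOP signalling / Buffer or medium: F12 plus 10% serum / Compound dosing: one dose, 10 µM in 0.5% DMSO / Times: 6 h compound treatment, 37 °C / Technique: luciferase luminescence / Read-out: % reporter activation, DMSO baseline versus tunicamycin full activation / Benchmarks: tunicamycin and DMSO controls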
697 NFkB inh – lowers PMA/ionomycin-induced NF-kB signal in 697 B cells. 330,000 compounds, 0.33% hits. 697 B-cell NF-kB luciferase reporter, 16 h. inhibition, % at 4 µM; in the data active = inhibition above about 35%
Gli-Sufu antag – blocks Gli-Sufu signaling in a luciferase reporter. Sufu-KO-LIGHT fibroblasts, Gli luciferase reporter luminescence. inhibition, % at 5 µM. 340,000 compounds, 0.74% hits. AID 588413;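 active = inhibition above about 55%, limit read from the data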;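 also: 0% = DMSO-treated cells and 100% = wells with medium but no cells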
CXCR6 inh – blocks human CXCR6 beta-arrestin recruitment; CHO-K1 PathHunter CXCR6 beta-arrestin, luminescence; inhibition, % at 20 µM; O00574; 360,000 compounds, 0.36% hits; in the data active = inhibition above about 34%, passing the limit was not always enough;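 also: antagonist mode with CXCL16 agonist at 10 nM final; 0% = 10 nM CXCL16 with DMSO and 100% = unstimulated wells without agonist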
Target sequence (O00574 whole entry, looked up): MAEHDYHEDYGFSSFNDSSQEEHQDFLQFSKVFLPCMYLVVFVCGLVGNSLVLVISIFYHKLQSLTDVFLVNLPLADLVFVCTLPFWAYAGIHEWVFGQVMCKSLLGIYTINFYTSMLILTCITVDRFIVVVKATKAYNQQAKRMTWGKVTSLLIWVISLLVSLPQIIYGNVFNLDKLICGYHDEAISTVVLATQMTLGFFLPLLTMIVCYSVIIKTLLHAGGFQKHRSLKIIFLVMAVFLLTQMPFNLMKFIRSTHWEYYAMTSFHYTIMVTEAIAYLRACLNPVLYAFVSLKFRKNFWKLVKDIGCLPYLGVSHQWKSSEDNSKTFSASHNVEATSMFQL
XBP1 UPR activ – adaptive UPR (XBP1) activation. AID 463104. 330,000 compounds, 0.33% hits. activation, % at 20 µM. CHO-XBP1 luciferase reporter, IRE1-XBP1 UPR activation, luminescence; percent of tunicamycin response, DMSO as zero;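 active = versus positive control, 20 µM dose yields 30% or more activation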;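 also: 100% = tunicamycin at 10 µg/mL and 0% = DMSO only wells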
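Material – CHO cell line with stable XBP1 luciferase reporter · Buffer or medium – F12 plus 10% FBS · Compound – single point, 20 µM final compound, 1% DMSO · Schedule – 16-18 h cell attachment at 37 °C, then 6 h compound exposure · Signal – Steady-Glo luminescence read · Benchmarks – high control tunicamycin 10 µg/mL final, low control DMSO vehicle only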
EBI2 block – EBI2 (human) antagonism; P32249; EBI2 beta-arrestin recruitment, luminescence, 7a,25-OHC stimulated; inhibition, % at 5 µM; 360,000 compounds, 0.81% hits; AID 651636; in the data active = inhibition above about 38%;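 also: enzyme fragment complementation signal reports receptor beta-arrestin coupling in cells; 0% = agonist plus DMSO wells and 100% = wells without agonist; some results beyond the cut were filed as inactive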
Target sequence (P32249 whole entry, looked up, the tested form may be a part): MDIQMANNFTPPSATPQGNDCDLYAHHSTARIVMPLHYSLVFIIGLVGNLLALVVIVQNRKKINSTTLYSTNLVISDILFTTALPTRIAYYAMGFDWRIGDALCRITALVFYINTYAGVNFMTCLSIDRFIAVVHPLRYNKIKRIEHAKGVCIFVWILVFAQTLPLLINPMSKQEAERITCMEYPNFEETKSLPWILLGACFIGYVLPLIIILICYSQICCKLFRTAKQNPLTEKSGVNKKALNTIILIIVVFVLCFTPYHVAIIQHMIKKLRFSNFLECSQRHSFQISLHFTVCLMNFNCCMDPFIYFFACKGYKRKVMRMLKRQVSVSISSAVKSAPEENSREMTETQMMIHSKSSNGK
Mdm2 MdmX PPI – disrupts the human Mdm2-MdmX interaction. SaOS-2 split-luciferase Mdm2/MdmX complementation, luminescence. inhibition, % at 8 µM. 330,000 compounds, 3% hits. AID 485346;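 active = inhibition of at least 50% at 8 µM in the primary screen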
An asterisk follows results filed as active; . = no result given. This is a random part of the collection (roughly 5% active in at least one column).

SMILES | CCR6 antag | Jurkat NFkB inh | UPR CHOP act | 697 NFkB inh | Gli-Sufu antag | CXCR6 inh | XBP1 UPR activ | EBI2 block | Mdm2 MdmX PPI
COc1ccc(S(=O)(=O)N2CCC(C(=O)N[C@H](C(=O)N3CCCCCC3)C(C)C)CC2)cc1 | 3 | 0 | -2.2 | 9 | 0 | 5 | -4 | -6 | 11
CCOc1ccc(-c2nc(S(=O)(=O)c3ccccc3)c(NCc3cccnc3)o2)cc1 | -7 | 8 | 1.0 | -23 | -5 | 2 | -3 | -5 | -1
CC(C)NC(NC(=O)Cc1ccccc1)C(Cl)(Cl)Cl (stereo not drawn) | 6 | -5 | -2.6 | 19 | 6 | -2 | 1 | 1 | -6
COc1ccc(-n2c(=O)[nH]cc(C(=O)Nc3ccc4c(c3)OCCO4)c2=O)cc1 | 7 | -2 | -1.9 | 15 | 2 | -2 | -2 | -7 | -16
Cc1ccc(NC(=S)N2CCC(O)CC2)c(C)c1 | 6 | -14 | -1.1 | 6 | -8 | -2 | 2 | 10 | 18
O=C(CSc1cccc[n+]1[O-])NCCCc1ccccc1 | 5 | 3 | -1.2 | 7 | 0 | 1 | 0 | -1 | -8
CC(C)(C)c1ccc(/C=C/C(=O)NC2=NCCS2)cc1 | 21 | -161 | 3.8 | -204 | -16 | 2 | -8 | 3 | -139
O=C(N/N=C(\c1ccccc1)c1cccnc1)c1cc(O)ccc1O | . | -2 | 1.1 | 16 | . | . | -4 | . | 0
Cc1ccc(C)c(OCc2nnc(SCC(=O)NCc3ccc4c(c3)OCO4)o2)c1 | 6 | -8 | 0.1 | 4 | 20 | 1 | -4 | 3 | 23
NC(=S)NN=C1c2ccccc2-c2c(F)c(F)c(F)c(F)c21 | -28 | . | . | . | -4 | -31 | . | -13 | .
CSc1ccccc1NC(=O)N1CCCC(C(=O)c2ccc3c(c2)OCO3)C1 (stereo not drawn) | 15 | 7 | -1.3 | 4 | 10 | 0 | -1 | -3 | 16
CCN1CCN(C(=O)Nc2ccc(OC)cc2OC)CC1 | -1 | -9 | 0.4 | -3 | -7 | -6 | -2 | -11 | 12
O=C(O)Cc1coc(-c2ccc(F)cc2)n1 | -19 | 1 | -0.6 | 11 | -3 | -4 | 1 | -18 | 0
COC(=O)[C@@H](Cc1c[nH]c2ccccc12)NC(=O)CNC(=O)c1ccccc1OC | 3 | 8 | 2.5 | 16 | 11 | 3 | 0 | 9 | 20
C/C(=N/NC(=O)c1ccc(C)s1)c1ccncc1 | 7 | -31 | 2.4 | -19 | -35 | -6 | -3 | 0 | 15
COc1cccc(NC(=O)C(NC2CCCC2)c2ccccc2)c1 (stereo not drawn) | 1 | 11 | -0.3 | -4 | -1 | 1 | 4 | 2 | 3
Cc1nc(Nc2ccc(Cl)c(Cl)c2)sc1C(/C=C/c1ccc2c(c1)OCO2)=NNc1ccc([N+](=O)[O-])cc1[N+](=O)[O-] | 45 | . | . | . | -25 | 16 | . | -11 | .
COc1ccc(N2CCN(C(=O)C3=NNC(=O)CC3)CC2)cc1 | 6 | -11 | -0.8 | 1 | -7 | 10 | 2 | 7 | 7
CCOC(=O)CC1COCCN1C(=O)c1ccc2oc(Cc3ccccc3)nc2c1 (stereo not drawn) | 10 | -31 | 5.4 | -23 | 24 | 0 | -1 | -4 | -12
CCn1c(SCC(=O)c2ccc(O)c(O)c2)nnc1-c1ccccc1OC | -4 | -21 | 7.4 | -53 | 1 | -2 | 1 | 9 | -28
O=C(NCCCn1ccnc1)C1CC(c2cccc(Br)c2)=NO1 (stereo not drawn) | -6 | -22 | -0.7 | -16 | -4 | -1 | 2 | -8 | -4
CCCC1(c2ccccc2)NC(=O)N(CC(=O)c2[nH]c(C)c(C(=O)OCC)c2C)C1=O (stereo not drawn) | -28 | 3 | -1.9 | 4 | 1 | -7 | 2 | 11 | 29
COc1ccc(CN2CCNC(=O)C2CC(=O)N(C)CC2CCOCC2)cc1C (stereo not drawn) | 7 | -10 | 0.5 | 16 | -16 | 3 | -3 | -3 | -1
Cc1cc(S(=O)(=O)NCc2ccc3c(c2)OCO3)ccc1F | 15 | 0 | -1.8 | -2 | 0 | -2 | -5 | 1 | 5
Fc1ccccc1CNC(=S)Nc1ccc(Cl)cc1 | 7 | -6 | 2.6 | -3 | -7 | -6 | -4 | -4 | 1
Cc1cc(NC(=O)CCN2C(=O)c3ccccc3C2=O)no1 | 7 | -9 | 0.0 | 13 | -13 | 3 | 3 | 10 | 15
COc1cccc(C(CC(=O)NCC2CCCO2)NS(=O)(=O)c2ccc(C)cc2)c1OC (stereo not drawn) | 10 | . | . | . | 3 | -1 | . | 1 | .
COc1cc(OC)c(/C=N/NC(=O)c2ccc([N+](=O)[O-])cc2)cc1Br | -6 | 14 | 3.3 | -2 | 2 | 6 | 0 | -3 | 47
Cc1cc(C)cc(C(=O)NCC(=O)OCC(=O)c2cc(C)n(CC(F)(F)F)c2C)c1 | -6 | 8 | 2.4 | -4 | -2 | -3 | 1 | 2 | 3
COC(=O)c1cc(OC)c(OC)cc1NC(=S)Nc1cc(Cl)ccc1OC | 11 | 13 | 5.1 | 5 | -1 | -17 | 0 | -3 | 15
Cc1ccccc1COC[C@H](CC(C)C)N1CCN(C(=O)c2cccc(C(F)(F)F)c2)CCC1=O | 6 | 6 | 0.4 | 19 | 3 | -3 | -3 | 9 | 39
Cc1ccc(-n2nc3c(c2NC(=O)c2ccc(OC(C)C)cc2)CS(=O)C3)cc1 (stereo not drawn) | -6 | -1 | -0.7 | -4 | -9 | 1 | -3 | 0 | 1
O=C(COc1ccccc1)Nc1cccc(-c2cn3cccnc3n2)c1 | 6 | 19 | 1.2 | -20 | -9 | -7 | 2 | -8 | -2
Cc1cc(C)n2c(SC(C)C(=O)NC3(C#N)CCCCC3)nnc2n1 (stereo not drawn) | 0 | -3 | -2.0 | 17 | -12 | -3 | -3 | -7 | 3
CCCCn1cnc2c(SCc3ccc(Cl)cc3)nc(N)nc21 | 24 | . | . | . | 2 | -4 | . | 8 | .
NC(=O)c1cccc(C(N)=O)n1 | 1 | 0 | 0.9 | 6 | 14 | -4 | 0 | -14 | -11
CCOC(=O)c1cn(Cc2cccc(Cl)c2)c2cc(C)nn2c1=O | -12 | -10 | 0.7 | -1 | 3 | 0 | -3 | -8 | 19
FC(F)(F)c1cnc2c(-c3ccccc3)n[nH]c2c1 | 6 | -26 | 2.7 | -27 | -23 | 9 | 1 | 8 | -98
O=C1CCN(Cc2ccccc2)N1 | 11 | 0 | -0.1 | 2 | -8 | -4 | 0 | -1 | 5
Cc1c(/C=N\NC(=O)c2csc3ccccc23)cnn1C | 8 | 14 | 2.3 | -45 | -37 | 2 | 4 | -7 | -10

In the list so far, these contain a CF3 group.
SMILES | CCR6 antag | Jurkat NFkB inh | UPR CHOP act | 697 NFkB inh | Gli-Sufu antag | CXCR6 inh | XBP1 UPR activ | EBI2 block | Mdm2 MdmX PPI
Cc1cc(C)cc(C(=O)NCC(=O)OCC(=O)c2cc(C)n(CC(F)(F)F)c2C)c1 | -6 | 8 | 2.4 | -4 | -2 | -3 | 1 | 2 | 3
Cc1ccccc1COC[C@H](CC(C)C)N1CCN(C(=O)c2cccc(C(F)(F)F)c2)CCC1=O | 6 | 6 | 0.4 | 19 | 3 | -3 | -3 | 9 | 39
FC(F)(F)c1cnc2c(-c3ccccc3)n[nH]c2c1 | 6 | -26 | 2.7 | -27 | -23 | 9 | 1 | 8 | -98

More results:
SMILES | CCR6 antag | Jurkat NFkB inh | UPR CHOP act | 697 NFkB inh | Gli-Sufu antag | CXCR6 inh | XBP1 UPR activ | EBI2 block | Mdm2 MdmX PPI
CC(=O)c1c(Nc2cccc(F)c2)oc(C)cc1=O | -2 | 7 | 1.5 | 3 | 10 | -5 | -2 | 1 | 4
O=S(=O)(c1ccc2c(c1)oc1ccccc12)N1CCOCC1 | 7 | -21 | 0.7 | -7 | 4 | -2 | -1 | 0 | 18
Cn1c(=O)c2c(nc(CN3CCN(C(=O)c4ccco4)CC3)n2CC(N)=O)n(C)c1=O | 6 | -1 | -0.1 | -10 | -1 | -6 | -1 | -9 | 8
CCCc1cc(=O)[nH]c(SCC(=O)c2ccc(S(=O)(=O)N3CCCC3)cc2)n1 | 7 | 1 | 0.3 | 0 | -5 | 0 | 0 | -2 | 15
CC(C)NC(=O)c1ccc2c3n(nc2c1)-c1ccccc1CO3 | -2 | -116 | -6.2 | -145 | -96 | -2 | -3 | -9 | -124
O=C(COC(=O)C1=COCCO1)NC1CCCCC1 | 4 | -8 | 1.8 | 2 | -20 | -8 | 0 | 0 | -15
COc1ccc2oc(C(=O)OCC(=O)Nc3cccc(S(=O)(=O)N4CCOCC4)c3)c(C)c2c1 | 19 | 0 | 0.2 | 5 | 1 | -4 | -2 | -12 | 18
Fc1ccc(-c2cc(-c3ccccc3)nc(-n3cccn3)n2)cc1 | -12 | 8 | 0.2 | 0 | -13 | -14 | 4 | -35 | 26
Cc1ccccc1NC(=O)CC1S/C(=N/c2nccs2)N(C)C1=O (stereo not drawn) | 10 | 10 | -0.9 | 1 | -7 | -8 | -3 | -15 | 13
COC(=O)c1ccc(NC(=O)c2cccc(NC(=O)c3ccccc3)c2)cc1 | 15 | -7 | 2.9 | -4 | -5 | 2 | 0 | 8 | 27
CCOc1cc(CO)c(Br)cc1OCC(=O)O | -11 | -2 | -1.1 | 20 | -1 | . | 0 | . | -4
CCc1nnc(NC(=O)Cc2ccc(OC)cc2)s1 | 14 | -5 | 2.1 | -20 | -3 | 6 | 1 | -5 | -18
CCC(C)(C)N1CC(=O)N(Cc2ccccc2)C(c2ccc(OC)cc2)C1=O (stereo not drawn) | -9 | 7 | 1.1 | 13 | -3 | 2 | -3 | 14 | 20
NC(=O)c1cc2cc(Cl)ccc2oc1=Nc1cccc(C(F)(F)F)c1 | -3 | 9 | 3.0 | -1 | 3 | -3 | 2 | -3 | 14
Cc1nc(Nc2ccccc2)sc1C(=O)Nc1ccccc1 | 6 | -39 | 6.0 | -36 | -28 | -5 | 2 | 18 | -7
COc1ccc(C(CNC(=O)c2ccc3c(c2)C(=O)N(CCC(C)C)C3=O)N2CCOCC2)cc1 (stereo not drawn) | 16 | 1 | -2.2 | 14 | . | -2 | -1 | -2 | -5
Cc1ccc(CCN2CC(C(=O)NCCCN3CCCCCC3)CC2=O)cc1 (stereo not drawn) | 2 | 5 | -2.3 | 2 | -11 | -8 | 2 | -4 | 9
O=C(NC(=S)NC1CCCc2ccccc21)c1ccc(F)cc1 (stereo not drawn) | 23 | 2 | -0.1 | -3 | 4 | -6 | -7 | 13 | 32
COc1ccc(N2CCN(C(=O)c3ccc(-n4nc(C)cc4C)cc3)CC2)cc1 | -1 | 3 | -0.1 | 2 | 8 | -5 | 1 | 9 | 2
CCOc1ccc(CN(C)C(=O)c2ccc(NS(=O)(=O)c3ccc4[nH]c(=O)[nH]c4c3)cc2)cc1 | -3 | 5 | 1.3 | 23 | -10 | -4 | 0 | -7 | 16
CCOc1ccc(N2CC(=O)N(c3ccc(OCC)cc3)CC2=O)cc1 | -4 | 7 | -3.5 | 7 | 2 | -10 | 1 | -3 | -11
CCN(C(=O)Cn1c(=O)oc2ccccc21)C1CCS(=O)(=O)C1 (stereo not drawn) | -6 | -5 | -4.5 | 11 | -3 | 3 | -1 | 1 | -8
O=C(Nc1cccc(S(=O)(=O)N2CCOCC2)c1)c1ccc2ccccc2n1 | 0 | -4 | -0.6 | -1 | -1 | 4 | 1 | 6 | 9
